Source: PubChem BioAssay (National Center for Advancing Translational Sciences (NCATS))
Mito fusion yeast = blocks mitochondrial division or promotes mitochondrial fusion; S. cerevisiae fusion-defective mutant growth rescue, CellTiterGlo 48 h; Potency, µM (series often up to 46.1 µM), for the others: top-dose growth rescue (activation), hits mostly activators; 320,000 tested, 0.23% active; AID 485298;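 also: potency is read from the fitted curve at half-maximal effect; % of control where 0% means no effect; nearly all actives have a fitted effect of over 45% in size; temperature-sensitive fusion mutants such as fzo1-1 at 37 °C on non-fermentable ethanol glycerol medium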
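Growth-rescue viability read-out: after 48 h at the non-permissive 37C in glycerol/ethanol YPEG, yeast mitochondrial fusion mutants are measured by CellTiterGlo luminescence; compounds (23 nl pinned per well) restoring growth score as division inhibitors or fusion activators.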
MBNL1-CUG inh = inhibitors of human MBNL1 binding to CUG repeat RNA; Q9NR56; TR-FRET MBNL1-His/biotin-(CUG)12 binding, 665/545 ratio; Potency, µM (highest dose often 57.5 µM), without a hit: at the highest dose activity change, negative = inhibition, usual class: inhibitors; 280,000 tested, 0.036% active; AID 2675; active = well fitted inhibition curve with a large enough effect in the signal ratio, with a control signal flat, not every such curve was filed as active; inconclusive = small, poorly fitted or top-dose-only effect, or effect the other way, or a change in a side signal; inactive = no such curve, though single readings can be large or run the other way; the % refers to the signal ratio; also: potency is read from the fitted curve at half-maximal effect; % is scaled to controls: 0 for no effect and ±100 for the full control effect
Target sequence (Q9NR56 whole entry, looked up): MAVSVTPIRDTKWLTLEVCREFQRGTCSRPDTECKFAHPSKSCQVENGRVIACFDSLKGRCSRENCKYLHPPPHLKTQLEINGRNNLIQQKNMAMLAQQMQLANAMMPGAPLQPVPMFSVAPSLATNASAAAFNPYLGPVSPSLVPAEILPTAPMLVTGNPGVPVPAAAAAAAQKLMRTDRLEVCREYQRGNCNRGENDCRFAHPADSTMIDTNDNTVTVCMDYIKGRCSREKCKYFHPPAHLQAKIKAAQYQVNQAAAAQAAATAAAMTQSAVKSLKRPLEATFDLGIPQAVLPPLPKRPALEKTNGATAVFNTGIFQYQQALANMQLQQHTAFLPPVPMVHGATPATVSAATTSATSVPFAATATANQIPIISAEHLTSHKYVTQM
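Compound titration spanned 92 nM–58 uM against the MBNL1-His/biotin-(CUG)12 complex. After 60 min at room temperature with 5 nM streptavidin-XL665 and 0.055 ng/ul terbium anti-His, ratiometric 665/545 nm emission (Ex 340 nm) normalized to controls.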
Rab9 prom act = activates the Rab9 promoter; Huh7 Rab9 promoter-luciferase reporter, luminescence, 24 h; AID 485297; Potency, µM (titrated, usually from 9.22 µM), for the others: at the highest dose activation, negative = inhibition, actives largely listed as activators; 320,000 tested, 2.8% active; also: potency is read from the fitted curve at half-maximal effect; % of control where 0% means no effect; nearly all actives have a fitted effect of over 60% in size
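Luminescence from Amplite-detected luciferase (10 minutes, ambient) reports Rab9 promoter activation. Before that, stable Rab9-luciferase Huh7 cells (1500/well, reduced-serum OP-MEM I plus 10% FBS) were exposed to compound for 24 hours at 37C.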
PKM2 activator = increases activity of human pyruvate kinase M2 | P14618 | purified PKM2, Kinase-Glo ATP luminescence, activation; response scale: 0% is enzyme alone, no compound | Potency, µM (top dose mostly 57.5 µM), for inactives: at the highest dose activation, usual class: activators | 260,000 tested, 0.34% active | AID 1631; also: potency is read from the fitted curve at half-maximal effect; % is scaled to controls: 0 for no effect and ±100 for the full control effect; nearly all actives have a fitted effect of over 55% in size
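Purified hPK-M2 (>95%) run at intermediate activity with 0.1 mM ADP and 0.5 mM PEP in 50 mM imidazole pH 7.2, KCl, MgCl2; 1 h room temperature. ATP formed read by Kinase-Glo luminescence; normalized to uninhibited and no-enzyme controls.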
FLuc counter = inhibits or activates purified firefly luciferase, miR-21 counter-screen; purified FLuc, Km substrates, luminescence inhibition; Potency, µM (top dose mostly 57.5 µM), inactives show at the highest dose activity change, negative = inhibition, hits mostly inhibitors; 360,000 tested, 6.9% active; AID 588342;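 also: potency is read from the fitted curve at half-maximal effect; plate controls were vehicle for no effect and reference inhibitor for full effect; nearly all actives have a fitted effect of over 55% in size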
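Purified P. pyralis luciferase (10nM final) with 10uM D-luciferin and 10uM ATP (Km levels) in 50mM Tris acetate pH 7.5, 10mM Mg acetate, 0.01% Tween-20, 0.05% BSA; qHTS 6-point titration, ~60 µM downward; luminescence read.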
RORg inh = ROR gamma (mouse) transcription inhibition; AID 2551; Potency, µM (highest dose often 53.6 µM), inactives show top-dose activity change, negative = inhibition, usual class: inhibitors; P51450; 310,000 tested, 5.4% active; Drosophila S2 Gal4-RORgamma UAS-luciferase reporter, 20 h; also: potency is read from the fitted curve at half-maximal effect; % is scaled to controls: 0 for no effect and ±100 for the full control effect; nearly all actives have a fitted effect of over 60% in size
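ROR gamma transcriptional activity was tracked as Gal4-UAS luciferase output in stably transfected Drosophila Schneider cells, with compound added 1 hr before 700 uM copper sulfate induction and a 20 hr ambient-temperature incubation.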
ELG1 DNA repair = inhibitors of ELG1-dependent DNA repair in HEK293T cells; HEK293T ELG1-luciferase reporter, luminescence, 16 h; DNA damage induced by 5-fluorouridine; Potency, µM (top dose mostly 46.1 µM), inactives show at the highest dose activity change, negative = inhibition, usual class: inhibitors; 330,000 tested, 2.3% active; AID 504467; also: potency is read from the fitted curve at half-maximal effect; % is scaled to controls: 0 for no effect and ±100 for the full control effect; nearly all actives have a fitted effect of over 55% in size
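Cells (2,000 per well) received 5-fluorouridine plus test compound or DMSO and were incubated 16 hr at 37 °C, 5% CO2. Luciferase activity was read by luminescence 30 min after ONE-Glo addition; signal suppression marked inhibition of damage-induced ELG1 function.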
Menin-MLL TR inh = inhibitors of human menin-MLL interaction, mutant MLL peptide | O00255 | Menin + Texas Red MLL mutant peptide, fluorescence polarization | Potency, µM (titrated, usually from 61.6 µM), inactives show at the highest dose FP activity change, negative = inhibition, most hits filed as inhibitors | 270,000 tested, 0.23% active; active = well fitted inhibition curve with a large enough effect in the polarisation, with a control signal flat, not every such curve was filed as active; inconclusive = small, poorly fitted or top-dose-only effect, or effect the other way, or a change in a side signal; inactive = no such curve, though single readings can be large or run the other way; the % refers to the polarisation; also: potency is read from the fitted curve at half-maximal effect; % of control where 0% means no effect; many of its hits are not listed in these tables
Target sequence (O00255 whole entry, looked up): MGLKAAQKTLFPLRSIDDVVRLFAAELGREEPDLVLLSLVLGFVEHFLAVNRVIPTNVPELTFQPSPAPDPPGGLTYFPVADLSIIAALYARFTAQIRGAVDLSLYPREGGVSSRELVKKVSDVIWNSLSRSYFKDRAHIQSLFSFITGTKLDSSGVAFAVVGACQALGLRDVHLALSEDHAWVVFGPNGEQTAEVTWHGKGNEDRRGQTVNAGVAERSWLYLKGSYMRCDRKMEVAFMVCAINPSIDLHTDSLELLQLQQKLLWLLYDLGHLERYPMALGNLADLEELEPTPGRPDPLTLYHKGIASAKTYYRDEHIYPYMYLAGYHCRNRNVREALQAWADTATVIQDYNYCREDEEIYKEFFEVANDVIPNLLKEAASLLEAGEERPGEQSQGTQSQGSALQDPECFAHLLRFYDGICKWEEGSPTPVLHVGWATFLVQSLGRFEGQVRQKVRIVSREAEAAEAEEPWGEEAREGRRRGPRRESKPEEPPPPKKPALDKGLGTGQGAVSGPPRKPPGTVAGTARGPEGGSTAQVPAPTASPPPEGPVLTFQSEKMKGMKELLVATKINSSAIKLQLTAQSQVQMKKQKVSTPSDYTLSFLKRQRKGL
Gal4-VP16 FLuc = Gal4-VP16 reporter inhibition counter-screen; AID 2546; Potency, µM (highest dose often 53.6 µM), for inactives: at the top dose activity, negative = inhibition, actives largely listed as inhibitors; Drosophila S2 Gal4-VP16 UAS-luciferase, luminescence, 20 h; 310,000 tested, 3.5% active;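 also: Gal4-VP16 expression switched on by copper sulfate through the metallothionein promoter; potency is read from the fitted curve at half-maximal effect; % is scaled to controls: 0 for no effect and ±100 for the full control effect; nearly all actives have a fitted effect of over 50% in size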
NPC1 promoter act = activators of NPC1 promoter | Huh7 NPC1 promoter luciferase reporter, 24 h | Potency, µM (series often up to 9.22 µM), for the others: at the top dose activation, hits mostly activators | 320,000 tested, 2.4% active | AID 485313;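 also: potency is read from the fitted curve at half-maximal effect; % of control where 0% means no effect; nearly all actives have a fitted effect of over 60% in size; reporter is driven by a mutant NPC1 promoter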
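Huh7 reporter cells (NPC1 promoter driving luciferase) are dosed with compound for 24 h at 37 °C, 5% CO2; luciferase detection reagent is then added and luminescence measured after 10 min at ambient temperature.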
KCNH2 3.1 inh = inhibitors of human KCNH2 3.1 potassium channel isoform; U2OS KCNH2 3.1, thallium flux FluxOr; hits give low values; activity change, % (tested at about 1.8 µM); 340,000 tested, 0.95% active; AID 720553;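 active = maximum activity change below -70%; inconclusive = maximum activity change from -70% to -50%; inactive = maximum activity change above -50%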;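 also: thallium influx rate constant from kinetic fluorescence after stimulation buffer; % is scaled to controls: 0 for no effect and ±100 for the full control effect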
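Steps: virus added to U2OS suspension (4 h, RT, dark); medium with 10% FBS added, cells plated, 37 C overnight; FluxOr/Red40 loading buffer 45 min RT; stimulation buffer, 2 min kinetic read; rate constant normalized.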
Starred values were filed as active, the others as inactive; ? = inconclusive; · = not tested or not shown; & = joins results of further samples; [ ] = another dose, or the depositor's remark. Unless noted, calls follow the shape of the dose curve; as a rule, active = well fitted curve in the direction sought with a large enough effect; inconclusive = small, poorly fitted or top-dose-only effect, or another doubt; inactive = no such curve, though single readings can be large; an effect the other way counts as inactive or inconclusive.

SMILES	Mito fusion yeast	MBNL1-CUG inh	Rab9 prom act	PKM2 activator	FLuc counter	RORg inh	ELG1 DNA repair	Menin-MLL TR inh	Gal4-VP16 FLuc	NPC1 promoter act	KCNH2 3.1 inh
CC1(C)C2CCC1(CS(=O)(=O)NCc1ccc(S(N)(=O)=O)cc1)C(=O)C2 (stereo not given)	-1%	0%	1%	2%	0%	-15%	-4%	8%	2%	-3%	-4
O=c1ccc(-c2n[nH]c(=S)n2-c2ccc(F)c(Cl)c2)n[nH]1	2%	12%	-6%	-2%	-5%	-38%	17%	-1%	7%	-4%	1
Cc1cc(NS(=O)(=O)c2ccc3c(c2)OCCO3)no1	2%	-9%	0%	-2%	3%	-16%	-1%	·	4%	-4%	0
Cc1cc(C(=O)N2CC(C)CC(C)C2)n(-c2ccccc2)n1 (stereo not given)	0%	2%	-3%	4%	5%	-4%	?	-1%	4%	2%	8
CCc1ccc(CCC(=O)Nc2sc3c(c2C#N)CCCC3)o1	0%	3%	-26%	25%	-1%	9%	?	4%	1%	-24%	-5
CCn1c(NC)cc(=O)n(C)c1=O	3%	11%	-1%	-14%	-2%	-11%	4%	15%	0%	2%	-17
O=C(N/N=C/c1ccc(F)cc1)c1cccc(NC(=O)c2ccccc2Cl)c1	-6%	-3%	6%	0%	9.5µM*	16%	0%	25%	?	0%	11
CCCc1cc(=O)oc2cc(OC(C)C(=O)NCCCn3ccnc3)ccc12 (stereo not given)	-3%	0%	3%	-2%	-1%	0%	0%	-3%	-9%	1%	-43
CCCCN(CCCNC(=O)c1ccc(CS(=O)(=O)c2c(Cl)cccc2Cl)o1)Cc1ccccc1	-3%	-3%	1%	·	6%	-6%	-8%	·	-12%	2%	-16
O=C(CSc1nnc(NC(=O)Cc2ccccc2)s1)NCc1ccco1	0%	-6%	-9%	3%	-1%	5%	-7%	1%	2%	-2%	6
CCN(CC(=O)Nc1c(F)cccc1F)C(=O)c1csc2c1CCCC2	7%	·	-2%	·	-2%	·	-2%	·	·	0%	2
Cc1ccc(NC(=O)CN2CCCC2c2cccs2)cc1S(=O)(=O)N1CCCCC1 (stereo not given)	9%	·	-10%	·	·	·	?	·	·	-3%	0
Nn1c(SCC(=O)Nc2nccs2)nnc1-c1ccco1	-5%	·	-3%	·	1%	·	-5%	·	·	-4%	-1
Cc1cccc(-n2ncc3c(N(C)C4CCCCC4)ncnc32)c1	8%	-5%	-8%	-12%	0.17µM*	?	?	·	0.89µM*	-11%	-14
CCOC(=O)/C(N)=C/c1ncc(C(F)(F)F)cc1Cl	-6%	1%	-6%	-1%	0%	?	?	4%	?	-2%	-1
CCCCC(=O)Nc1ccc(C(=O)NNC(=O)CCCOc2ccc(Cl)cc2Cl)cc1	-1%	?	12%	-1%	-2%	-44%	?	-15%	1%	-4%	2
COc1cccc(C(=O)NC2CCN(CC(=O)Nc3ccccc3Cl)CC2)c1	-8%	-14%	-8%[1.84 µM]	·	-4%	18%	-21%	-16%	6%	-4%	-14
CSCCC(NC(=O)c1ccc([N+](=O)[O-])cc1Cl)C(=O)OC1CCCCC1=O (stereo not given)	1%	?	-1%	·	-13%	-20%	20%	·	3%	-1%	-9
NC(=O)c1c(NC(=O)c2ccccc2)sc2c1CCCC2	0%	2%	?	-1%[11.5 µM]	0.67µM*	-16%	?	7%	2%	4µM*	-9
Cc1cc(C(F)(F)F)c2c(N)c(C(=O)NC3CC3)sc2n1	0%	?	7%	0%	-7%	?	-23%	-4%	1%	2%	-10
CCOCCCNS(=O)(=O)c1ccc2c(c1)CCN2C(C)=O	-2%	-3%	0%	1%	-7%	36%	3%	7%	-2%	2%	9
O=C(NC(=S)Nc1ccccn1)c1ccccc1	35µM*	-3%	0.13µM*	-52%	7.6µM*	?	?	19%	?	0.32µM*	-6
Cn1cccc1/C=C1\SC(=S)N(NC(=O)c2cccc(Cl)c2)C1=O	11%	?	-3%	1%	-11%	14%	1%	16%	-14%	2%	4
COc1ccc(C2NC(=O)N(C)C3=C2C(=O)CC(C)(C)C3)cc1OC (stereo not given)	0%	2%	0%	-1%	3%	7%	-1%	4%	0%	-1%	13
Nc1nonc1-c1nc2ccccc2n1CC(=O)O	0%	-2%	-2%	-8%	-1%	-27%	12%	5%	-2%	9%	1
O=C(Cc1ccccc1F)NCC(c1ccco1)N1CCCCC1 (stereo not given)	-2%	-6%	1%	-2%	2%	18%	0%	0%	-2%	-7%	-13
C/C=C/C=C/C(=O)N1CC2(CC(c3cccc(NC(=O)/C=C/C)c3)=NO2)C[C@@H]1C(N)=O (stereo not given in full)	-8%	?	-10%	8.9µM*	-13%	-8%	6%	·	-3%	-3%	·
Cc1ccc(S(C)(=O)=N/C=C2\C(=O)c3sccc3N(C)S2(=O)=O)cc1 (stereo not given)	-5%	17%	-3%	-1%	3%	3%	?	·	-1%	-4%	2
Cc1nc2ccccc2c(=O)n1/N=C/c1ccc([N+](=O)[O-])o1	-7%	·	-8%	0%	0%	?	-14%	·	?	-14%	·
Cc1c(Cl)cccc1NS(=O)(=O)c1cccc2nsnc12	26%	?	-2%	·	0%	22%	16%	-8%	-13%	-3%	-6
CSc1nc(-c2ccccc2)nn1S(=O)(=O)c1ccc(Cl)cc1	4%	-8%	-3%	0%	2%	13%	?	·	1%	0%	-4
Cc1cccc(NC(=O)c2ccc(C)c(S(=O)(=O)N3CCCCC3)c2)n1	-1%	·	28%	·	?	·	9%	·	·	16%	3
CCN(c1cccc(C)c1)S(=O)(=O)c1ccc2c(c1)N(C(C)=O)CCS2	0%	2%	-1%	·	-1%	-23%	5%	·	14%	-6%	-7
CCN1C(=NCC2CC2)N[C@@H](c2cccc(C(F)(F)F)c2)C(C(=O)OC)=C1C	1%&-5%	-5%&6%	-5%&-9%	4%&2%	-1%&0%	6%&-7%	-20%	17%&-1%	-7%&-11%	-2%&1%	-31
Oc1ccc(Cl)cc1CNCc1ccc(Cl)cc1	1%	·	-7%	·	?	·	8%	·	·	2%	-23
CCCN(C(=O)CSCc1c(C)noc1C)c1c(N)n(Cc2ccccc2)c(=O)[nH]c1=O	-1%	·	1%	·	0%	·	30%	·	·	-2%	-20
O=C(CO/N=C/c1ccccc1OC(F)F)NCc1ccco1	-4%	-8%	-1%	3%	3%	28%	17%	·	8%	1%	13
COC(Cn1c(-c2cccc(S(=O)(=O)N(C)C)c2)n[nH]c1=S)OC	-3%	0%	-2%	-4%	1%	-28%	5%	-21%	-2%	-2%	-8
Cc1cc(NC(=O)c2cc(CC(C)C)on2)no1	4%	4%	3%	24%	11µM*	13%	?	1%	-2%	2%	13
O=C(NN1C(=O)C2CC=C(Cl)CC2C1=O)c1ccncc1 (stereo not given)	-4%	3%	0%	5%	-1%	-1%	9%	9%	1%	-3%	-4
CCOC(=O)c1c(NC(=O)N/N=C/c2ccccc2OCC)sc(C(C)=O)c1C	-8%	·	-7%	1%	1%	29%	-8%	-10%	-2%	-4%	27
C/C(N)=C(/C#N)C(=O)COC(=O)C1Cc2ccccc2CN1S(C)(=O)=O (stereo not given)	2%	-3%	16%	-6%	-4%	0%	4%	4%	1%	6%	-16&3
O=C(NC1CCN(S(=O)(=O)c2ccccc2)CC1)c1ccccc1	3%	0%	-1%	-10%[11.5 µM]	2%	27%	-4%	?	5%	-4%	27
O=C(O)CNS(=O)(=O)c1cc(Cl)c(Cl)cc1Cl	-2%	?	-1%	-19%	3%	-15%	2%	9%	1%	-6%	11
CCOC(=O)/C(=C\Nc1ccccc1C(F)(F)F)Sc1ncc(C(F)(F)F)cc1Cl	-5%	-4%	-2%	-6%	-3%	-23%	-16%	·	-5%	0%	-14
COc1ccc2c(C)cc(SC3CCOC3=O)nc2c1 (stereo not given)	3%	-4%	-7%	1%	2%	-32%	-1%	-2%	-4%	1%	2
CCCS(=O)(=O)N1CCC(C(=O)N2CCN(Cc3ccccc3)CC2)CC1	2%	-8%	3%	0%	1%	13%	-1%	21%	-3%	-6%	-4
COc1ccc(OC)c(-n2c(-c3ccn[nH]3)n[nH]c2=S)c1	1%	-2%	1%	-9%	-3%	-5%	-5%	·	4%	-4%	-5

This is a subset. The share of hits here may be higher or lower than overall.
